# XiGFP reactiv – reactivates the inactive X chromosome in mouse fibroblasts | hit rate 0.055% among 360,000 | XiGFP mouse fibroblasts, % GFP-positive cells imaging, 3 d; cells co-treated with 5-aza-dC sensitizer; scaled so ellipticine positive control = 100% | activation, % at 7.58 µM;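 active means mean normalized replicate activation at least 10% and every replicate at or above 10%; inconclusive means only one of the two criteria met; inactive means mean below 10% and not all replicates reach 10%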;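 further: 0% = median of on-plate neutral control wells and 100% = ellipticine 6 µM median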
#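 assay system = SV40-immortalized XiGFP fibroblast cells, line 68-5-11 | buffer or medium = DMEM plus 5-aza-dC sensitizer | doses = single-point pinned compound dosing | times = 3-day compound exposure, then 15 min fixation at room temperature | benchmarks = positive control ellipticine, 6 µM final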
# GSIS activator – GLuc luminescence reporter in INS-1E cells, primary screen for activators of glucose-dependent secretion of insulin | INS-1E GLuc reporter insulin secretion, 2-3 h | activation, % at 16.6 µM | hit rate 0.61% among 370,000;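 active means lowest replicate activation of at least 40%, so every replicate reaches that level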;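 further: 0% = median of neutral control wells and 100% = median of IBMX positive control wells; some compounds called inactive have numbers as strong as hits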
# EWS-Fli inh – EWS/Fli transcriptional activity inhibition. A673 NR0B1-luciferase reporter, viability-normalised. inhibition, % at 12.6 µM. hit rate 0.67% among 350,000;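 active means mean inhibition of at least 50% after viability correction, with every replicate also passing that limit; inconclusive means mean reaches 50% but only one of two replicates passes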;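 further: firefly luciferase signal divided by Alamar Blue viability fluorescence both relative to DMSO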
# ERp5 inh – ERp5 (human) disulfide isomerase inhibition; Q15084; hit rate 0.05% among 350,000; ERp5 insulin aggregation, absorbance 650 nm, 90 min; inhibition, % at 9.99 µM;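 active means mean replicate inhibition above about 25%, with every replicate also reaching it, limit read from the data, passing the limit was not always enough; inconclusive means only one of those two criteria met; inactive means neither criterion met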
# Target sequence (Q15084 whole entry, looked up): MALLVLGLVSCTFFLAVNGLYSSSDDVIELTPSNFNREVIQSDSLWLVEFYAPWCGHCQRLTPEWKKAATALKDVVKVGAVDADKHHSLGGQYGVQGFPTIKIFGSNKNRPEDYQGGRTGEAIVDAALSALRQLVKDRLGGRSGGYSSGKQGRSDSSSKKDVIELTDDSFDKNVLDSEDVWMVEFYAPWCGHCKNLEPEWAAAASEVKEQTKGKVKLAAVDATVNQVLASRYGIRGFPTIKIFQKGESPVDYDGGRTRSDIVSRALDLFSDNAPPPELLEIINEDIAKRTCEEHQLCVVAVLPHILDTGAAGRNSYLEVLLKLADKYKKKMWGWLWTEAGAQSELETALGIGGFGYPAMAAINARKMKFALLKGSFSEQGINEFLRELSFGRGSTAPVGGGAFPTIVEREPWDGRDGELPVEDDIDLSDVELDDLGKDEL
# PAX8 reporter – PAX8 transcriptional activity inhibition; RMG-I TPO-luciferase reporter, SteadyGlo, 24 h; inhibition, % at 12.6 µM; hit rate 1.2% among 360,000;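 active means mean replicate inhibition at least 60% with every replicate also reaching 60%; inconclusive means only one of the two criteria is met; inactive means mean below 60% and not all replicates reaching 60%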;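 further: luciferase light reporting Pax8 driven TPO promoter activity; plate controls were median of neutral control wells for no effect and mitoxantrone controls for full effect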
# DENV2 CPE rescue – protects cells from dengue virus 2 cytopathic effect; hit rate 1.7% among 350,000; DENV2-infected cells, cytopathic effect rescue, plate reader; AID 651640; CPE inhibition, % at 9.99 µM; in the data active means CPE inhibition above about 20%, passing the limit was not always enough; inconclusive means no clear call, values can overlap the other calls; tested in BHK-21 cells;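 further: 0% = median of neutral control wells and 100% = median of positive control wells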
# ARNT TACC3 PPI – ARNT/TACC3 interaction disruption | AlphaScreen His-ARNT PAS-B/GST-TACC3 binding, luminescence; TACC3 fragment carries E629A point mutation | AID 623870 | Q9Y6A5 | hit rate 0.66% among 390,000 | inhibition, % at 9.99 µM;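 active means mean inhibition of replicates at least 50% and at least half of replicates each reaching 50%; inconclusive means half or more replicates reach 50% but mean below 50%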;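 further: 0% = complete ARNT plus TACC3 wells and 100% = ARNT alone without TACC3; many hits fall short of the cut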
# F508del corr – correctors of CFTR F508del function in bronchial epithelial cells. CFBE cells, YFP halide quenching; stimulated with forskolin plus potentiator P3; % fluorescence drop versus neutral controls. activity (quench increase), % at 7.58 µM. hit rate 0.36% among 350,000;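 active means mean added fluorescence quench of at least 8% versus neutral control, with both replicates also reaching 8%; inconclusive means only one of the mean or replicate conditions met; inactive means mean below 8% and not both replicates reaching 8%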;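 further: cells transiently co-express mutant CFTR-F508del with the halide-sensitive YFP; corrector assay measuring rescue of mutant channel to the surface after 24 h compound exposure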
# The depositor's hits bear a star; u = inconclusive; x = no result given; & = joins results of further samples; ! = repeats disagree.
SMILES,XiGFP reactiv,GSIS activator,EWS-Fli inh,ERp5 inh,PAX8 reporter,DENV2 CPE rescue,ARNT TACC3 PPI,F508del corr
O=C(N[C@@H]1CC[C@@H](CCNS(=O)(=O)c2ccc(F)cc2)O[C@H]1CO)C1CCC1,0.5,-6,3,-2,-1,-3,-4,-1.7
C[C@H]1CN([C@@H](C)CO)C(=O)c2cc(NS(=O)(=O)c3ccc(F)cc3)ccc2O[C@H]1CN(C)S(=O)(=O)c1ccc(F)cc1,0.3,-10,5,0,7,-2,-7,-2.3
Nc1ccc(N2CCOCC2)c(S(=O)(=O)Nc2ccccc2Cl)c1,0.4,-8,3,-8,6,-3,3,-2.1
COC(=O)CC1OCC=C2CN3CCC45C6=CC(=O)C(=O)C([N+](=O)[O-])=C6NC4C1C2CC35 (stereo not drawn),0.0,5,-2,19,24,5,x,-4.2
O=[N+]([O-])c1ccc(N2CCN(S(=O)(=O)c3ccccc3[N+](=O)[O-])CC2)cc1N1CCc2ccccc2C1,0.1,-4,15,4,30,112*,1,x
CC(C)NC(=O)N(C)C[C@H]1Oc2ncc(C3=CCCCC3)cc2C(=O)N([C@H](C)CO)C[C@H]1C,-0.9,2,5,-7,3,0,x,-2.2
CC(=O)C1=CCC(c2ccc(Cl)cc2)N(S(=O)(=O)c2ccc(C)cc2)C1 (stereo not drawn),0.3,-18&-1,-2&-17,2&-9,5&-19,-5&-4,x,1.2&-3.1
COc1cc(CC(=O)OCC(=O)Nc2ccc(Cl)c(S(=O)(=O)N(C)C)c2)cc(OC)c1OC,0.1,-22,3,-1,10,5,-2,-1.0
COc1cc(CN2C[C@@H]3N[C@H](C2)C3c2ccc(-c3ccccc3C)cc2)cc(OC)c1 (stereo partly drawn),0.0,2,4&-6,-5&-1,73*!,11&-1,x,-6.4&0.9
CN1CCN(C(=O)CCCN2C(=O)/C(=C/c3cccc(Br)c3)SC2=S)CC1,0.4,-7,-17,-1,49,-6,13,0.8
C[C@@H]1CN([C@@H](C)CO)S(=O)(=O)c2ccc(C#Cc3ccccc3)cc2O[C@H]1CN(C)S(=O)(=O)c1ccccc1F,-0.9,-13,13,-3,13,-4,-3,1.9
Cc1ccnc2nc(C(=O)Nc3nnc(-c4ccccc4)o3)nn12,0.0,15,-5,-5,4,1,4,-2.5
CC(=NO)c1cc(Br)c2cccc3c2c1CC3,0.2,x,3,13,33,u,x,0.6
CCCC#Cc1ccc([C@H]2[C@@H](CO)N3C(=O)CN(C(=O)NC4CCCC4)C[C@H]23)cc1,0.0,-10,3,-2,3,-2,x,-2.9
Cc1cc(=O)oc2c(C)c(OCC(=O)NCc3ccccn3)ccc12,0.0,1,x,-3,-9,-3,0,-0.2
NCC[C@@H]1CC[C@@H](NC(=O)C2CCCC2)[C@@H](CO)O1,0.0,16,1,5,14,36*,-2,-1.8
CCn1c(Cc2cccs2)nnc1SCC(=O)NC1CC1,0.0,5,-3,-3,-6,-6,-3,-0.4
CC1CCCN(C(=O)CSc2nnc(-c3ccc(O)cc3)o2)C1 (stereo not drawn),0.0,8,-33,3,1,2,-1,-0.9
CCn1cc(C(=O)OCC(=O)c2cc(C)n(-c3ccccc3)c2C)c(=O)c2ccc(C)nc21,0.0,-22,x,x,1,x,1,x
COc1ccc(N(CC(=O)NCc2ccccc2)S(=O)(=O)c2c(C)nn(C)c2C)cc1,0.1,-1,-3,5,-8,2,-6,-0.6
CCN(CC)C(=O)[C@H]1CC(CC(=O)NCCCn2ccnc2)C(=O)N2CCc3c([nH]c4ccc(OC)cc34)[C@]12C (stereo partly drawn),0.2,-2,-12,-1,-29,2,-2,0.3
Cn1cnc(S(=O)(=O)N2CCCCN3[C@H](CO)[C@H](c4ccc(C#CC5CCCC5)cc4)[C@@H]3C2)c1,0.0,-14,6,2,-8,u,-4,2.3
O=C(COC(=O)c1ccc(O)cc1)Nc1cc(S(=O)(=O)N2CCOCC2)ccc1Cl,0.0,-1,10,4,8,4,21,-1.5
CCCN1[C@H](C(=O)NCCCN2CCOCC2)[C@@H](CO)[C@@H]2Cn3c(ccc(-c4ccncc4)c3=O)[C@@H]21,0.1,12,-2,3,6,2,1,x
O=C(c1ccccc1)N1CCC2(CC1)NCCc1[nH]cnc12,0.0,-12,-5,1,14,-1,-3,-0.3

# Ordered by value in ARNT TACC3 PPI (falling): 3 of the compounds above
Compound | ARNT TACC3 PPI
COc1cc(CC(=O)OCC(=O)Nc2ccc(Cl)c(S(=O)(=O)N(C)C)c2)cc(OC)c1OC | -2
C[C@@H]1CN([C@@H](C)CO)S(=O)(=O)c2ccc(C#Cc3ccccc3)cc2O[C@H]1CN(C)S(=O)(=O)c1ccccc1F | -3
Cn1cnc(S(=O)(=O)N2CCCCN3[C@H](CO)[C@H](c4ccc(C#CC5CCCC5)cc4)[C@@H]3C2)c1 | -4

# Next entries follow.
SMILES,XiGFP reactiv,GSIS activator,EWS-Fli inh,ERp5 inh,PAX8 reporter,DENV2 CPE rescue,ARNT TACC3 PPI,F508del corr
Cc1cc(C(=O)NNC(=O)Nc2cccc(C(F)(F)F)c2)no1,0.0,8,6,-7,-11,3,x,-1.4
CCOC(=O)c1c(/N=C/C2C(=O)CCCC2=O)sc2c1CCCC2,0.0,30,-14,-11,-25,4,x,1.0
CCOC(=O)Cc1csc(SCC(=O)Nc2oc(C)c3c(C)n[nH]c(=O)c23)n1,0.4,12,0,4,13,-5,x,-3.5
O=C(CN1C(=O)NC2(CCCC2)C1=O)NNC(=O)c1ccccc1F,0.4,-4,-5,5,-14,-1,-4,4.6
C[C@@H]1CN([C@H](C)CO)C(=O)c2cc(NS(=O)(=O)c3ccccc3)ccc2O[C@@H](C)CCCCO[C@@H]1CN(C)C(=O)C1CCCCC1,0.0,-14,-14,7,10,-13,9,-4.1
CCCCCCCCN1C(=O)[C@H](CC(=O)NCc2ccc(OC)c(OC)c2)C[C@@]2(C(=O)OCC)CCCC=C12,0.0,17,-1,2,35,-5,x,-1.2
Cc1nn(C)c(Sc2ccccc2N)c1[N+](=O)[O-],0.1,12,5,3,28,-12,8,-0.7
O=S(=O)(c1ccccc1)c1cnc(-c2ccccc2)nc1N1CCCCC1,0.7,7,11,0,17,3,-5,0.1
O=C(c1ccccc1F)N1CC2(C1)[C@@H](c1ccccc1)[C@@H](CO)N2CC1CCCC1,0.3,-34,11,0,x,1,x,-0.1
O=C(O)c1ccc(S(=O)(=O)NN=Cc2c[nH]c3ccccc23)cc1,-0.1,16,4,7,34,-1,x,1.3
CCC(=O)N/N=C(\C)CC(=O)Nc1ccc(Cl)cc1,0.2,-53,1,8,9,-3,-5,x
O=c1[nH]cc(-c2ccccc2)c(=O)[nH]1,0.0,23,2,-5,-7,-5,-7,2.6
O=C(C[C@H]1C=C[C@@H](NC(=O)c2ccc3c(c2)OCO3)[C@@H](CO)O1)NC1Cc2ccccc2C1,0.5,-4,x,-2,x,-3,x,-4.1
CCc1nnc(NS(=O)(=O)c2ccc(NC(=S)NC(=O)c3cccnc3)cc2)s1,0.0,-4,-1,-7,-6,2,14,-2.0
CCC1=NN(C(=O)CCc2ccccc2)C(O)(C(F)(F)F)C1 (stereo not drawn),x,6,-3,5,x,x,-5,-5.4
COc1cccc(NC(=O)C2(C)CCN2C(=O)C2CCCCC2)c1 (stereo not drawn),0.0,x,0,-3,28,-4,x,-2.7
Cc1ccc(NC(=O)/C(=C/c2cccc([N+](=O)[O-])c2)NC(=O)C2CCCCC2)cc1,x,8,10,3,x,0,-6,-0.8
COc1ccc(NC(=O)CSCC(=O)Nc2ccccc2N2CCCC2)cc1,0.2,6,-1,4,-10,-7,-2,0.5
COc1ccccc1-[n+]1c(C)cc(/C=C2\Sc3ccccc3N2C)cc1C,101*,-87,39,8,67*,15,3,-23
C[C@H]1CN([C@@H](C)CO)C(=O)c2cccc(NS(=O)(=O)c3cccs3)c2O[C@@H]1CN(C)Cc1ccncc1,0.4,-6,-6,15,x,10,-9,-0.1
CSc1ccc(/C=C(\C#N)C(=O)Nc2cccc(C)c2)cc1,0.1,-5,x,5,-10,-4,x,x
Cc1[nH]c(=S)c(C#N)c2c1CCCC2,0.1,2,11,-5,-2,2,x,0.2
COC(=O)CC1=NN(c2ccc(OC)cc2)C(=O)/C1=C\c1ccc(Cl)cc1,-0.1,-3,-3,6,1,x,6,2.0
COC(=O)c1c(-c2ccccc2OC)sc2ccc(OC)cc12,0.6,-5,-4,15,21,1,-2,-1.2
Cc1ccc(CC(=O)NCCCn2ccnc2)cc1,0.1,-4,7,-10,-7,-7,6,x

# (further entries)
SMILES,XiGFP reactiv,GSIS activator,EWS-Fli inh,ERp5 inh,PAX8 reporter,DENV2 CPE rescue,ARNT TACC3 PPI,F508del corr
Cc1cc(C(=O)N/N=C/c2cccn2C)no1,0.0,-4,-43,-7,-4,-8,5,1.4
COc1ccc(N=C2SC(C(=O)Nc3ccc(F)cc3)CC(=O)N2C)cc1 (stereo not drawn),0.1,-48,3,11,9,x,5,-2.1
COc1ccc(CCNCC(O)COc2cccc(Br)c2)cc1OC (stereo not drawn),0.0,-17,7,6,4,7,-2,-0.8
COc1ccc(C(=O)NC(NC(=O)c2ccc(OC)cc2)c2ccccc2F)cc1,0.2,-11,3,1,-3,9,-11,-0.4
CN1CCN(CCc2nc3cc(NC(=O)c4ccco4)ccc3n2C)CC1,0.0,6,-3,-2,-12,5,1,3.9
Cc1cc(SC(C)C(=O)O)nc2ccccc12 (stereo not drawn),0.3,13,17,0,7,-1,-7,-3.9
O=C(CCN1C(=O)C2CCCCC2C1=O)Nc1ccc(Br)cc1F (stereo not drawn),0.0,9,-5,-5,-2,3,-29,0.3
COc1ccc(C2c3c(ccc4ccccc34)Oc3ncn4nc(-c5ccco5)nc4c32)cc1 (stereo not drawn),0.0,1,x,x,5,x,1,x
OC[C@@H]1[C@H](c2ccc(-c3cccc(F)c3)cc2)[C@H]2CN(CCC(F)(F)F)CCCCN12,0.0,5,14,-1,-13,17,8,0.1
COc1ccc(CNC(=O)N(C)C[C@@H]2OCc3ccccc3-c3ccccc3C(=O)N([C@H](C)CO)C[C@H]2C)cc1,0.7,25,-23,-1,1,-1,-18,-0.4
CSc1ccc(CN(C)CC(=O)Nc2c(F)cccc2F)cc1,0.3,-4,2,0,13,-3,0,-1.1
CC(C)(C)NC(=O)NC(=O)CN1CCC(Cc2ccccc2)CC1,0.0,-16,1,1,5,3,-5,0.6
O=C(c1ccccn1)N1CCCC(N2CCN(c3ccc(F)cc3)CC2)C1 (stereo not drawn),0.0,-12,x,-1,-18,u,-7,-0.8
C[C@H]1CN([C@@H](C)CO)C(=O)c2cc(NS(=O)(=O)c3cn(C)cn3)ccc2O[C@H]1CN(C)C(=O)Nc1ccc(F)cc1,-0.1,-1,-1,x,-1,x,x,-3.4
COc1ccc(CN(C)C[C@H]2OCCCC[C@@H](C)Oc3ccc(NS(C)(=O)=O)cc3C(=O)N([C@@H](C)CO)C[C@@H]2C)cc1,-0.3,-1,-2,-5,5,-2,1,2.4
COc1ccccc1CNS(=O)(=O)c1cc(CN2C(=O)c3cccnc3C2=O)ccc1OC,0.1,28,-7,-2,3,-1,22,-2.1
COc1ccc(N2C(=O)S[C@@H]3CS(=O)(=O)C[C@@H]32)cc1,0.3,-3,x,x,-3,x,-1,x
O=C(CC1C(=O)NCCN1Cc1cccc(Oc2ccccc2)c1)NCc1cccnc1 (stereo not drawn),0.0,2,0,-2,-3,-1,6,1.1

# Bioassay records (PubChem)
